APP 5'UTR act = APP 5'UTR luciferase reporter activation; SH-SY5Y APP 5'UTR luciferase reporter, luminescence; zero percent = DMSO vehicle wells; activation, % at 2 µM; 190,000 tested, 1% active; AID 1276;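 active = activation above a set limit, based on mean plus 3 SD of controls, cut at about 140% in these data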; also: values of inactives mirror those of a sister screen read the other way
ROMK primary = modulators of human ROMK potassium channel; P48048; 130,000 tested, 2% active; Tet-inducible ROMK, thallium flux fluorescence; actives lie on both sides; B-score at 10 µM;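 active = signal ratio slope over the read window, or its plate-corrected B-score, at least 3 SD from the plate mean, either direction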;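 also: B-score of the F/F0 ratio slope over 7 to 12 s after thallium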
Target sequence (P48048 whole entry, looked up): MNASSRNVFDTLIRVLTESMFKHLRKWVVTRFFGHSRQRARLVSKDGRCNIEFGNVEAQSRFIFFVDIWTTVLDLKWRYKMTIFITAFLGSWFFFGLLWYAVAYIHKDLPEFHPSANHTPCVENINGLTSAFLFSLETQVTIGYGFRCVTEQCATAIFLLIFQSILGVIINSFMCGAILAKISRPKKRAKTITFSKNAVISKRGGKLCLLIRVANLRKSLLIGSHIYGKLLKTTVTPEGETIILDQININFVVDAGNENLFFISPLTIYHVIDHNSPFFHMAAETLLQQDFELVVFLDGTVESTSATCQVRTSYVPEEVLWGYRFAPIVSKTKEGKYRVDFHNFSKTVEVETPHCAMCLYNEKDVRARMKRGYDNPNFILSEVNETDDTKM
FLuc inh counter = counter-screen for luciferase assay inhibitors: firefly luciferase inhibition; P08659; ATPLite firefly luciferase biochemical luminescence, 10 min; inhibition, % at 10 µM; 200,000 tested, 1.5% active;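 active = inhibition above about 50% when tested at 10 µM, limit read from the data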
Target sequence (P08659 whole entry, looked up): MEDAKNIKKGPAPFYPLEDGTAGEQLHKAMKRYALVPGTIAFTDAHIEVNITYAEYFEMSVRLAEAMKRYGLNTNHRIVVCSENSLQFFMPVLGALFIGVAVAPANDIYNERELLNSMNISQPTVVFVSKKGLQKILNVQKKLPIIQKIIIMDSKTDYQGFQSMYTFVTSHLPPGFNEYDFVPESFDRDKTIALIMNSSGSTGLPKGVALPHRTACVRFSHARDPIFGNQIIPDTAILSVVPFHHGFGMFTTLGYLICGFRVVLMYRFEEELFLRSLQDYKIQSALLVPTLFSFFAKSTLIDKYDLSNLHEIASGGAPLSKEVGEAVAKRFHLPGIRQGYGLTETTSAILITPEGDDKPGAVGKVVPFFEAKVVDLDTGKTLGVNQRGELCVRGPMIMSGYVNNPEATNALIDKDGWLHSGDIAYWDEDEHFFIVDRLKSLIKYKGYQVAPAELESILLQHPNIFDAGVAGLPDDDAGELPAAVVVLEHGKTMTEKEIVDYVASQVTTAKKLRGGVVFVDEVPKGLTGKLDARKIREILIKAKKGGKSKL
APP 5UTR inh = APP translation inhibition. inhibition, % at 2 µM. 190,000 tested, 0.82% active. SH-SY5Y APP 5'UTR-luciferase reporter, luminescence;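 active = inhibition above a set limit, derived from the sample mean plus 3 SD, cut at about 45% in these data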; also: values of inactives mirror those of a sister screen read the other way
FLuc act counter = affects firefly luciferase, flagging false hits in luciferase stimulation screens | P08659 | activation factor at 10 µM | 200,000 tested, under 10 active | AID 1027 | ATPlite luciferase biochemical, luminescence, 10 min; 0 = ATP-free wells, 1 = DMSO control;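 active = luciferase activation factor, scaled between plate controls, of at least 2 with compound at 10 µM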
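Material: luciferase plus luciferin reagent, cell-free. Medium: PBS buffer for ATP. Also added: ATP substrate, dispensed from a 10.24 µM working solution in PBS. Doses: test compounds dosed from 2 mM stocks in 100% DMSO. Incubation: 10 min post-reagent at room temperature. Technique: light output (luminescence). Read-out basis: luminescence gain marking luciferase activators.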
STAT1 blocker = inhibitors of IFN-gamma induced STAT1 signaling | NIH 3T3 STAT1-luciferase reporter, luminescence | AID 920 | 200,000 tested, 0.35% active | inhibition, % at 5.5 µM;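 active = inhibition above a set limit, the mean inhibition across all tested compounds plus 3 SD, cut at about 34% in these data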;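 also: 0% = IFN-gamma with DMSO and 100% = IFN-gamma with 300 µM nifuroxazide; values of inactives mirror those of a sister screen read the other way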
STAT3 act = activators of IL-6 induced STAT3 signaling. activation (% of control), % at 5.6 µM. 190,000 tested, 0.91% active. U3A cells, IL-6 STAT3-luciferase reporter, luminescence; 100% = signal with IL-6 EC80 alone. AID 871;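 active = activation above the screen-wide mean of compound activation plus 3 SD, cut at about 130% in these data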;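 also: 0% = background luminescence of wells with medium and substrate only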
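Test system: human U3A cells carrying STAT3-luciferase construct; control set: IL-6-only wells as 100% reference; timing: compound pre-incubation 1 h before IL-6, then 6 h stimulation at 37 °C; also added: IL-6 stimulus at 33 ng/mL final; evaluation: % activation versus median of IL-6-stimulated wells; detection: reporter luminescence signal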
STAT3 inh = reduces IL-6 driven STAT3 reporter signal. 190,000 tested, 0.89% active. inhibition, % at 5.5 µM. U3A cells, IL-6 STAT3-luciferase reporter, luminescence; host cell line lacks STAT1;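 active = inhibition above the mean inhibition across all screened compounds plus 3 SD, cut at about 44% in these data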;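 also: 0% = DMSO only wells and 100% = 100 µM nifuroxazide control wells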
STAT1 act = STAT1 signaling activation | NIH 3T3 STAT1-luciferase reporter, IFN-gamma, luminescence; 100% = IFN-gamma alone, no compound | activation (% of control), % at 5.5 µM | 200,000 tested, 2.6% active;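 active = activation above the screen-wide mean activation plus 3 SD, cut at about 130% in these data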;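 also: raw ratio to IFN-gamma control signal so 100% means no change and 0% no light; values of inactives mirror those of a sister screen read the other way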
NF-kB expr up = raises NF-kB expression in human neuronal cells. NF-kB reporter expression; hits give high values. fold change at 12.5 µM. 190,000 tested, 1.6% active. AID 1239; in the data active = fold change above about 3.3
An asterisk follows results filed as active; · = not tested or not shown.

SMILES	APP 5'UTR act	ROMK primary	FLuc inh counter	APP 5UTR inh	FLuc act counter	STAT1 blocker	STAT3 act	STAT3 inh	STAT1 act	NF-kB expr up
CCNC(=O)CN1c2cccc3cccc(c23)S1(=O)=O	12	-0.65	-4	-12	1	-2	99	9	102	0.91
COc1cc2nc(CN(C)Cc3ccc(Cl)cc3)[nH]c(=O)c2cc1OC	4	0.49	2	-4	1	8	95	8	92	1.1
Cc1cc(C(=O)O)ccc1-n1c(C)ccc1C	-12	·	·	12	·	5	112	-9	95	1.2
CCCCCNc1nc(-c2ccccc2)cs1	2	-0.83	27	-2	0.7	-51	83	20	153*	6.4*
O=C(Nc1ccc(NC(=O)C2CCCCC2)nc1)c1ccco1	31	·	9	-31	0.9	-2	107	-7	102	1.4
c1ccc(Cc2nnc3sc(-c4ccc5c(c4)OCO5)nn23)cc1	28	·	·	-28	·	8	95	9	90	·
CCOc1cc(/C=N\Nc2ccc([N+](=O)[O-])cc2)ccc1OCC(=O)Nc1ccc(C)c(C)c1	-12	·	-5	12	1	-2	103	6	103	1.2
Cc1cccc(OCCn2c(-c3ccco3)nc3ccccc32)c1	33	·	-3	-33	1	-14	94	11	113	1.4
C=CCN(CC=C)C(=S)NC(=O)/C=C/c1ccc(C)cc1	11	-0.16	6	-11	0.9	-9	105	-2	108	1.1
N#Cc1ccccc1OCC(=O)Nc1c(C(=O)C2CC2)oc2ccccc12	-8	0.16	-6	8	1.1	7	102	0	93	0.96
Cc1ccc(S(=O)(=O)n2cnc3ccccc32)cc1	0	0.35	-8	0	1.1	3	107	-8	97	1.2
CC(Sc1nnc(-c2ccco2)o1)C(=O)NCCC1=CCCCC1 (configuration not stated)	5	-0.53	-6	-5	1.1	1	100	1	97	1.5
CCN(CC)c1ccc(C(=O)Nc2ccccc2)cc1[N+](=O)[O-]	98	-0.63	8	-98	0.9	-68	96	9	160*	1.6
O=C(C/C(=N/O)c1ccccc1O)C(F)F	20	-0.46	-4	-20	1	1	102	2	99	1.1
CCc1ccccc1OCCOc1ccc(C)cc1OC	6	·	-10	-6	1.1	-10	104	-4	109	1.1
CCOc1ccc(C(=O)Nc2ncccc2Cl)cc1	43	-0.019	21	-42	0.8	-34	95	10	129*	2.5
COc1cc(C2c3c(n[nH]c3C)C(=O)N2c2ccc(Br)cc2)ccc1O (configuration not stated)	37	·	-4	-37	1	1	105	-1	99	1.2
O=C(NCCc1ccccc1)c1c(F)c(F)c(F)c(F)c1F	12	·	-2	-12	1	0	98	6	100	1.2
Cc1nc2sc(C#N)c(N)c2c2c1CCCC2	14	2.6	-2	-14	1	3	84	22	98	1
O=C(NCC(c1cccs1)N1CCOCC1)c1ccccc1NS(=O)(=O)c1ccc(Cl)c([N+](=O)[O-])c1 (configuration not stated)	-11	·	-4	11	1	0	106	-12	100	0.6
O=C(CSc1nn(-c2ccc(F)cc2)c(=S)s1)NCC1CCCO1 (configuration not stated)	1	3	-9	-1	1.1	-1	107	1	99	1.1
O=C(C1=C(O)C(=O)N(Cc2ccco2)C1c1cccs1)c1cccs1 (configuration not stated)	-8	-0.23	-4	8	1	-5	86	20	104	1.4
CCOC(=O)C(C)Sc1nc(-c2ccccc2)nc2ccccc12 (configuration not stated)	-4	-1.2	-1	4	1	5	105	0	97	0.86
NNC(=O)c1ccc2ccccc2n1	24	1.1	-5	-24	1.1	1	144*	-38	98	1.2
O=C(COC(=O)Cc1ccccc1[N+](=O)[O-])NCc1ccc(Cl)cc1	-5	-1.8	1	5	1	-7	110	-8	107	0.97
Cc1nn(CCc2nn[nH]n2)c2nc(-c3ccc(C4CCCCC4)cc3)cc(C(F)(F)F)c12	-10	1.1	3	10	1	-3	96	8	101	0.85
CC(=O)Nc1ccc(NC(=O)C2CCCN2S(=O)(=O)c2cccc3nsnc23)cc1 (configuration not stated)	11	·	0	-11	1	5	97	5	94	1
CCN1CCC(NC(=O)Nc2cccc(C(F)(F)F)c2)CC1	-6	-0.031	-7	6	1.1	-8	103	8	107	0.86
Cn1c(CS(=O)Cc2c(Cl)cccc2Cl)nnc1SCc1c(Cl)cccc1Cl (configuration not stated)	5	·	-2	-6	1	3	93	14	98	0.86
COc1ccc(C(=O)NNC2=CC(=O)CC(C)(C)C2)cc1	9	0.52	-9	-9	1.1	2	96	4	98	1.5
CCNc1nc(NC(C)CC)nc(ON=C(C)C)n1 (configuration not stated)	1	0.35	0	-1	1	8	107	-5	92	1
Cc1c(Cl)c(C(F)(F)F)nn1CC(=O)NCc1ccccc1	18	-0.98	-4	-18	1	2	100	2	94	1.2
CCOC(=O)C(Cc1ccccc1)c1ccnc2ncnn12 (configuration not stated)	17	-0.21	-11	-17	1.1	-6	116	-6	104	0.81
CCOC(=O)N1CCN(C(=O)CSc2nnc(CNC(=O)c3ccccc3F)o2)CC1	1	1	-3	-1	1	-3	95	12	103	1
C=CCNC(=O)CCCOc1cccc(C)c1	-5	1.5	-6	5	1.1	4	94	8	97	1.3
COCCOC(=O)c1c(C)n(C)c2ccc(OC(=O)N3CCOCC3)cc12	8	·	1	-8	1	4	98	7	96	0.89

Compounds from the list above with four or more nitrogen atoms, in the order listed:
SMILES	APP 5'UTR act	ROMK primary	FLuc inh counter	APP 5UTR inh	FLuc act counter	STAT1 blocker	STAT3 act	STAT3 inh	STAT1 act	NF-kB expr up
c1ccc(Cc2nnc3sc(-c4ccc5c(c4)OCO5)nn23)cc1	28	·	·	-28	·	8	95	9	90	·
CCOc1cc(/C=N\Nc2ccc([N+](=O)[O-])cc2)ccc1OCC(=O)Nc1ccc(C)c(C)c1	-12	·	-5	12	1	-2	103	6	103	1.2
O=C(NCC(c1cccs1)N1CCOCC1)c1ccccc1NS(=O)(=O)c1ccc(Cl)c([N+](=O)[O-])c1 (configuration not stated)	-11	·	-4	11	1	0	106	-12	100	0.6
Cc1nn(CCc2nn[nH]n2)c2nc(-c3ccc(C4CCCCC4)cc3)cc(C(F)(F)F)c12	-10	1.1	3	10	1	-3	96	8	101	0.85
CC(=O)Nc1ccc(NC(=O)C2CCCN2S(=O)(=O)c2cccc3nsnc23)cc1 (configuration not stated)	11	·	0	-11	1	5	97	5	94	1
CCNc1nc(NC(C)CC)nc(ON=C(C)C)n1 (configuration not stated)	1	0.35	0	-1	1	8	107	-5	92	1
CCOC(=O)C(Cc1ccccc1)c1ccnc2ncnn12 (configuration not stated)	17	-0.21	-11	-17	1.1	-6	116	-6	104	0.81
CCOC(=O)N1CCN(C(=O)CSc2nnc(CNC(=O)c3ccccc3F)o2)CC1	1	1	-3	-1	1	-3	95	12	103	1

Next part
SMILES	APP 5'UTR act	ROMK primary	FLuc inh counter	APP 5UTR inh	FLuc act counter	STAT1 blocker	STAT3 act	STAT3 inh	STAT1 act	NF-kB expr up
Cc1ccc(NC(=O)c2csc3c2CCCC3)cc1	232*	-0.37	39	-232	0.6	-87	96	6	176*	1.1
Cc1sc(-n2c(C)ccc2C)c(C#N)c1C	22	0.059	-5	-22	1.1	-4	96	5	104	1.4
CC1CCc2sc(C(=O)NN=C3CCC(c4ccccc4)CC3)cc2C1 (configuration not stated)	-5	-0.11	5	5	0.9	1	96	8	99	1.1
Cc1cc(C(=O)COc2ccc(-c3nnco3)cc2)c(C)n1Cc1ccccc1	11	-0.83	-6	-11	1.1	9	78	32	91	0.79
OCCC1CN(Cc2cccn2-c2cccnc2)CCN1C1CCCCC1 (configuration not stated)	-3	·	-1	3	1	-5	106	-2	103	·
Cn1c(C(=O)O)c(CC(=O)Nc2ccc3c(c2)OCCO3)c2ccccc21	41	·	2	-41	1	2	93	12	102	1.7
COc1ccc(NC(=S)Nc2ccc(F)cc2)c(OC)c1	-3	·	·	3	·	4	96	10	97	·
Cc1noc(C)c1S(=O)(=O)N1CCC(C(=O)N2CCN(c3ccc(F)cc3)CC2)CC1	7	-0.12	-9	-7	1.1	-1	105	2	101	1
O=C(Nc1ccccc1-c1ccccc1)NC1CC2CCCC(C1)N2CCc1ccccc1 (configuration not stated)	·	-3.1*	-6	·	1.1	3	105	-5	97	0.85
COc1ccc(CNc2ncccn2)cc1OC	11	0.57	-5	-11	1	-4	107	2	104	1.3
Cc1oc(-c2cccc(Cl)c2)[n+]([O-])c1C	·	·	-6	·	1.1	-1	95	12	101	0.9
CCNC(=S)N(Cc1cc2c(C)ccc(C)c2[nH]c1=O)C1CCCC1	-16	-0.54	-3	16	1	-2	98	4	100	1.1
CC(OC(=O)c1cc(=O)[nH]c2ccccc12)c1ccccc1 (configuration not stated)	26	-0.58	-1	-26	1	-17	106	-3	116	1.7
O=C(CN1C(=O)CSc2ccc(S(=O)(=O)N3CCOCC3)cc21)NCCCN1CCc2ccccc2C1	12	-1.1	-3	-12	1	-2	104	0	99	1.1
CCCC(=O)n1nc(NCc2ccc(OC)cc2)nc1NCc1ccc(OC)cc1	-7	1.5	-4	7	1	-3	103	3	100	0.99
Cc1cc(C)nc(SCc2nc(N)nc(-c3ccccc3O)n2)n1	-16	·	-3	16	1	6	110	-10	94	0.69
CCN(CC)C(=O)Cn1cc(SCC(=O)Nc2cc(C)on2)c2ccccc21	0	0.42	-5	0	1	4	97	12	96	0.99
CN(C)C(=O)COC(=O)c1cccc(CN2C(=O)c3ccccc3C2=O)c1	28	0.41	-4	-28	1	9	101	7	91	1.2

High-throughput results from PubChem BioAssay.
